Assay outcomes as filed in PubChem.
hIAP inh: human IAP inhibitors, primary screen, biochemical, luminescence, uHTS. Intestinal-type alkaline phosphatase (Homo sapiens), P09923. purified IAP, CDP-Star luminescence, 30 min. inhibition, % at 10 µM. 330,000 compounds, 0.12% hits;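 active means inhibition reaching a set limit with compound at 10 µM in the primary screen, cut at about 35% in these data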;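 further: plate controls were DMSO wells with enzyme for no effect and no-enzyme buffer wells for full effect; values of inactives mirror those of a sister screen read the other way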
Target sequence (P09923 whole entry, looked up): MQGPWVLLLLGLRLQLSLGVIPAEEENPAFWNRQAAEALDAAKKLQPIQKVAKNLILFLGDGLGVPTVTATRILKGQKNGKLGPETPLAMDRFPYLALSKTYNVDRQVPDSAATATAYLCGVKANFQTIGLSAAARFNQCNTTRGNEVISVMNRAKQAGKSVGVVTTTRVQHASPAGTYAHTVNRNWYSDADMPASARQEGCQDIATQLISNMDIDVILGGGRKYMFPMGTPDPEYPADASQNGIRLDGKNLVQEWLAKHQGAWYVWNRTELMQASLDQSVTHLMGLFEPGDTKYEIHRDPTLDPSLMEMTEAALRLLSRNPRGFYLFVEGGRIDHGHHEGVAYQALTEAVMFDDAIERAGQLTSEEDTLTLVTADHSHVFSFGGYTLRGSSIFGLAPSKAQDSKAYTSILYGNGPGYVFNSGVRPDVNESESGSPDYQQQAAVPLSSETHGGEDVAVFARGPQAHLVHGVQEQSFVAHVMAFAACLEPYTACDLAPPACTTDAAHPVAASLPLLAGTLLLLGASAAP
SENP1 inh: human SENP1 catalytic domain inhibitors, primary screen, biochemical, FRET, uHTS. inhibition, % at 10 µM. AID 624204, 2012. 360,000 compounds, 0.21% hits. recombinant SENP1 catalytic domain, CyPet-SUMO1-YPet FRET cleavage;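 active means inhibition at least 30% at 10 µM, raw YFP signal under a set limit, fluorescence ratio 0.5 to 1.5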;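 further: 0% = enzyme with DMSO and 100% = no enzyme wells; some results filed as inactive read as strong as hits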
Target sequence (Q9P0U3 419-644 limits assumed): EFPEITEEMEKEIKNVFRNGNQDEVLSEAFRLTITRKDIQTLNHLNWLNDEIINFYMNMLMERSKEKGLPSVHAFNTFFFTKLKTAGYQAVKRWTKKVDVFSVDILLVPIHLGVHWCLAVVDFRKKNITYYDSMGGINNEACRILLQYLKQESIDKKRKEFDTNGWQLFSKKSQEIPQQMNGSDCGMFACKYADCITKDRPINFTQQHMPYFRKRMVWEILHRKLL
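Controls: no-enzyme wells low, DMSO-plus-enzyme wells high control. Test system: human recombinant His6-tagged SENP1 catalytic domain enzyme. Reagent: SFCypet-SUMO1-SFYpet FRET protein substrate, 25 nM final. Doses: one dose per compound, 10 µM, 0.5% DMSO. Detection: FRET, CFP and YFP emission. Timing: 50 min reaction at room temperature.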
mIAP block: inhibitors of mouse IAP, primary screen, biochemical, luminescence, uHTS; intestinal alkaline phosphatase [Mus musculus]; purified mouse IAP, CDP-Star luminescence, 30 min; inhibition, % at 10 µM; 330,000 compounds, 0.2% hits; AID 2806, 2010;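 active means inhibition of at least 40% at 10 µM in the primary screen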;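 further: plate controls were DMSO with enzyme for no effect and no enzyme wells for full effect; values of inactives mirror those of a sister screen read the other way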
mIAP activ: activators of mouse IAP, primary screen, biochemical, luminescence, uHTS | intestinal alkaline phosphatase [Mus musculus] | muIAP, CDP-Star luminescence, 30 min; hits give high values; 1 = vehicle-only enzyme signal, 0 = enzyme-free wells | activation factor at 10 µM | 330,000 compounds, 0.24% hits | AID 2805, 2010;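 active means activation factor of at least 2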; further: the source names both 10 and 20 µM as test concentration; values of inactives mirror those of a sister screen read the other way
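Assay system: mouse IAP enzyme; Reagent: CDP-Star chemiluminescent phosphatase substrate; Compound: DMSO-dissolved test compounds; Incubation: 30 min, room temperature; Technique: luminescence from enzymatic CDP-Star hydrolysis; Controls: DMSO-only wells and no-enzyme negative control.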
A3G deaminase: APOBEC3G DNA deaminase inhibitors, primary screen, biochemical, fluorescence, single-stranded DNA substrate, uHTS. DNA dC->dU-editing enzyme APOBEC-3G (Homo sapiens), Q9HC16. recombinant A3G, ssDNA deamination FAM/TAMRA fluorescence. inhibition, % at 20 µM. 330,000 compounds, 0.28% hits;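 active means inhibition of at least 40% at 20 µM, with no more than 30% in the related APOBEC3A deaminase screen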;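 further: plate controls were DMSO wells with A3G for no effect and wells lacking A3G enzyme for full effect; some compounds called inactive have numbers as strong as hits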
NALP3 yeast inh: NALP3 inflammasome inhibitors in reconstituted yeast, primary screen, luminescence, uHTS; 330,000 compounds, 0.39% hits; inhibition, % at 10 µM; Yeast reconstituted NLRP3/ASC/caspase-1, beta-gal luminescence, 24 h;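 active means inhibition of 50% or more; inactive means inhibition below 50%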;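 further: plate controls were induced DMSO wells for no effect and uninduced yeast grown without galactose for full effect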
hIAP activ: human IAP activators, primary screen, biochemical, luminescence, uHTS | AID 2524, 2010 | 330,000 compounds, 0.16% hits | purified human IAP, CDP-Star luminescence, 30 min; hits give high values; 1 = vehicle-only enzyme, 0 = enzyme-free background | Intestinal-type alkaline phosphatase (Homo sapiens), P09923 | activation factor at 10 µM;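 active means activation factor of the enzyme at least 2-fold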; further: the source names both 10 and 20 µM as test concentration; values of inactives mirror those of a sister screen read the other way
beta cell repl: inducers of MIN6 beta-cell proliferation, primary screen, ATP luminescence, uHTS. 330,000 compounds, 0.29% hits. MIN6 cells proliferation, ATPlite luminescence, 48 h; cells starved in 0.2% serum; 100% = growth in 10% serum. proliferation, % at 10 µM. AID 2380, 2010;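 active means compounds whose signal lies at least 3.5 SD above the mean of all wells on their plate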;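 further: 0% = DMSO-treated cells in low-serum medium and 100% = 10% serum control; some compounds called inactive have numbers as strong as hits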
APOBEC3A inh: APOBEC3A ssDNA deaminase inhibitors, primary screen, selectivity assay for APOBEC3G inhibitor project, biochemical, FAM/TAMRA oligo cleavage fluorescence. DNA dC->dU-editing enzyme APOBEC-3A (Homo sapiens), P31941. recombinant A3A, FAM/TAMRA ssDNA deamination fluorescence. inhibition, % at 20 µM. 330,000 compounds, 0.41% hits;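 active means at least 40% inhibition at 20 µM here, with at most 30% in a related deaminase screen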;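 further: plate controls were A3A with DMSO for no effect and wells lacking A3A enzyme for full effect; some results filed as inactive read as strong as hits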
Target sequence (P31941 whole entry, looked up): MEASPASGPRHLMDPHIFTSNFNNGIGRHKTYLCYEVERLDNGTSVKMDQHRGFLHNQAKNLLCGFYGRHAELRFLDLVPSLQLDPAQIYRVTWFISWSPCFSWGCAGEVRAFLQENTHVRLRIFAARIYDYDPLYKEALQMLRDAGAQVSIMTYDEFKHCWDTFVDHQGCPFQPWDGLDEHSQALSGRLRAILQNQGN
Starred values were filed as active, the others as inactive; . = not tested or not shown. The list is partial; the hit share may differ from the screen's.

SMILES | hIAP inh | SENP1 inh | mIAP block | mIAP activ | A3G deaminase | NALP3 yeast inh | hIAP activ | beta cell repl | APOBEC3A inh
Cc1ccnc(NC(=O)c2cc(S(=O)(=O)N3CCCCC3)ccc2Cl)c1 | 4 | 0 | -1 | 1 | -7 | 9 | 0.96 | 2 | -4
COc1ccc(S(=O)(=O)Nc2ccc3c(c2)CC(=O)N([C@@H](C)CO)C[C@@H](C)[C@@H](CN(C)Cc2ccccc2)O3)cc1 | -12 | 1 | 3 | 0.97 | -6 | 6 | 1.1 | -5 | -3
O=C(NCC(=O)N(CC1CCCO1)C(C(=O)NC1CCCCC1)c1ccccc1)c1cccs1 (configuration not stated) | -10 | 2 | -3 | 1 | -5 | 13 | 1.1 | -2 | -5
COc1ccccc1C(C(=O)NCc1ccccc1)N(C(=O)c1csnn1)C1CC1 (configuration not stated) | 8 | 0 | 0 | 1 | -8 | 14 | 0.92 | -1 | -3
COc1ccccc1C1c2ccc3ccccc3c2Oc2ncn(CCCO)c(=N)c21 (configuration not stated) | -14 | -26 | 0 | 1 | -6 | 8 | 1.1 | -5 | -1
Cc1cccc(C)c1NC(=O)COC(=O)c1cc(=O)[nH]c2ccccc12 | -12 | 5 | 1 | 0.99 | -6 | 5 | 1.1 | -2 | -5
CC(=O)c1ccc(-n2nncc2C(C)(C)C)cc1 | 1 | 0 | 9 | 0.91 | -4 | 5 | 0.99 | -2 | 1
Cc1ccc(C(=O)c2coc3ccc(O)cc23)cc1 | 1 | 2 | 4 | 0.96 | 0 | 65* | 0.99 | -2 | 0
CC1(CO)COC2(OC1)C(=O)Nc1ccccc12 (configuration not stated) | 3 | 3 | 0 | 1 | -6 | 2 | 0.97 | -1 | -4
Cc1ccc(C)c(NC(=O)CN2C(=O)CC(C)S(=O)(=O)c3ccccc32)c1 (configuration not stated) | -11 | 0 | 1 | 0.99 | -6 | 5 | 1.1 | 8 | -2
C=CCOc1c(Cl)cc(CNc2nccs2)cc1OC | -7 | 2 | 5 | 0.95 | -5 | 38 | 1.1 | -3 | -1
Cc1cc(=O)[nH]c(SCC(=O)NC(C)C2CC3CCC2C3)c1C#N (configuration not stated) | -8 | 0 | 3 | 0.97 | -5 | 10 | 1.1 | 0 | -1
Cc1ccc(/C=N/N2CCN(Cc3cccc4ccccc34)CC2)s1 | -1 | 3 | -9 | 1.1 | 5 | 6 | 1 | -1 | 2
CCn1c(SCC(=O)Nc2nc(-c3ccccc3)cs2)nnc1-c1ccccc1 | 16 | 0 | -10 | 1.1 | -10 | 3 | 0.84 | -3 | -6
CC(/C=C1\SC(=S)N(CCCC(=O)Nc2ccc(C(=O)O)cc2)C1=O)=C\c1ccccc1 | 19 | -14 | 19 | 0.81 | -9 | 11 | 0.81 | -5 | -4
O=C(NC1CCN(Cc2ccccc2)CC1)c1cc(S(=O)(=O)Nc2ccc(F)cc2)ccc1Cl | 13 | -2 | 9 | 0.91 | -8 | 13 | 0.87 | 1 | -3
Cc1ccc(C(=O)NCC(=O)N2CCN(c3cccc(Cl)c3)CC2)s1 | -10 | 0 | 3 | 0.97 | -6 | 21 | 1.1 | -2 | -4
Cn1nc(C(=O)NC2CCCCC2)c2c1-c1ccccc1SC2 | 5 | 0 | -5 | 1 | -3 | 21 | 0.95 | 3 | -4
CCCCC[C@@H](O)c1cc2ccccc2c(=O)o1 | -9 | 2 | 10 | 0.9 | -7 | 28 | 1.1 | -1 | 0
Cc1ccc(S(=O)(=O)N2CCCCC2)cc1C(=O)N1CCN(c2ccccn2)CC1 | -10 | 4 | -3 | 1 | -3 | -4 | 1.1 | -1 | 1
CCOC(=O)Cn1nc(C)c(NC(=O)c2ccc(Br)o2)c1C | 0 | 2 | -4 | 1 | -7 | 3 | 1 | -3 | -2
Cc1cc(C)c2c(n1)sc1c(N3CCN(C)CC3)ncnc12 | 4 | 0 | -8 | 1.1 | -6 | 25 | 0.96 | 4 | -1
Oc1ccccc1-c1cc(-c2ccc(F)cc2)n[nH]1 | -10 | -1 | -6 | 1.1 | -6 | 20 | 1.1 | -1 | -6
O=C(c1cnn2c(C(F)(F)F)cc(-c3cccs3)nc12)N1CCN(Cc2ccccc2)CC1 | 18 | -38 | 6 | 0.94 | -6 | 13 | 0.82 | 3 | 0
COc1ccc(OCc2nnc(SCC(=O)Nc3ccc(C)cc3)o2)cc1 | -22 | -1 | 3 | 0.97 | -9 | 23 | 1.2 | -1 | -3
COc1ccc(NC(=O)c2oc3ccccc3c2C)cn1 | -25 | -2 | -2 | 1 | 0 | 16 | 1.3 | 2 | -2
O=c1c(C(c2ccc(Br)cc2)c2c(O)nc3n(c2=O)CCS3)c(O)nc2n1CCS2 | -6 | 1 | 1 | 0.99 | -4 | 9 | 1.1 | -1 | -2
COC(=O)c1sccc1NC(=O)CC1NCCNC1=O (configuration not stated) | 7 | 2 | -11 | 1.1 | -2 | -9 | 0.93 | -3 | 0
CCOC(=O)[C@H]1[C@H]2COc3cc(OC)ccc3[C@@H]2N2C(=O)CN(CC3CCCO3)C(=O)[C@@]12C (some centres not stated) | 16 | 2 | -9 | 1.1 | -10 | 3 | 0.84 | 4 | 0
CCN(C[C@H]1N[C@@](Cc2ccccc2)(C(=O)OC)[C@H]2C(=O)N(Cc3ccccc3)C(=O)[C@@H]12)C(=O)c1ccccc1 | -10 | 3 | 4 | 0.96 | 4 | 7 | 1.1 | -2 | 2
CCCCCc1ccc(OCCCC[n+]2ccccc2)c(CCCCC)c1 | 14 | 1 | 4 | 0.96 | 1 | 15 | 0.86 | -6 | 1
CCCn1cc(S(=O)(=O)c2ccc(F)cc2)c(=O)c2cc(OCC)ccc21 | -7 | 3 | 0 | 1 | -2 | 7 | 1.1 | -1 | 0
COC(=O)c1ccc(CSC2=NC[C@@H]3[C@@H]4C(=O)N(C)C(=O)[C@@H]4[C@](C)(C(=O)OC)N23)cc1 | . | 2 | -6 | 1.1 | -3 | . | . | . | -4
CC1CCN(C(=O)/C(=C\c2ccco2)NC(=O)c2ccccc2)CC1 | 19 | -3 | 0 | 1 | -3 | 11 | 0.81 | 0 | 2
O=C(c1ccc([N+](=O)[O-])cc1)N1CCC(Cc2ccccc2)CC1 | -10 | 1 | 1 | 0.99 | 10 | 25 | 1.1 | 0 | 1
COCc1cc(C)nc(SCC[N+](C)(C)CC(=O)c2ccc(Br)cc2)c1C#N | -13 | 0 | -8 | 1.1 | -3 | 10 | 1.1 | -2 | -5
Cc1c(Cl)cccc1NC(=S)NCCC(c1ccccc1)c1ccccc1 | 3 | 2 | -312 | 4.1* | -5 | 15 | 0.97 | -6 | -3
COc1ccc(-n2nnnc2SCC(=O)N2CCN(C(=O)c3ccco3)CC2)cc1OC | 12 | 1 | 2 | 0.98 | -2 | 8 | 0.88 | -2 | -2
O=[N+]([O-])c1cccc(S(=O)(=O)NCc2ccccn2)c1 | -16 | -2 | -3 | 1 | -4 | 4 | 1.2 | -2 | -4
O=C(NC1CCCCCC1)C1CCN(S(=O)(=O)c2c(Cl)cccc2Cl)CC1 | -5 | -1 | -3 | 1 | -1 | 29 | 1 | -2 | 2
Cc1ccc(S(=O)(=O)c2c(C)cc(C)nc2N2CCOCC2)cc1 | 8 | 1 | 6 | 0.94 | -8 | 1 | 0.92 | 7 | -4
CC(C)(C)N1CC(c2nc3ccccc3n2Cc2ccc(F)cc2)CC1=O (configuration not stated) | 6 | 0 | -6 | 1.1 | 1 | 2 | 0.94 | -3 | 1
Cc1noc(NS(=O)(=O)c2ccc(NC(=O)c3cc(F)c(F)c(F)c3F)cc2)c1C | -18 | 2 | 2 | 0.98 | -11 | 5 | 1.2 | -6 | -5
O=c1oc2cc(OCc3ccc(F)cc3F)ccc2cc1-c1ccccn1 | 9 | -154 | 1 | 0.99 | 1 | 17 | 0.91 | 0 | 0
Cc1cccc2nc(CSc3nnc(N)s3)cn12 | -5 | -14 | -3 | 1 | -5 | 4 | 1.1 | 0 | 1
Cc1ccc(Oc2ccccc2/C=N/O)cc1 | -13 | 2 | 3 | 0.97 | -5 | 34 | 1.1 | -1 | 1
O=C(NC1CCCC1)C(c1cccnc1)N(C(=O)c1csnn1)C1CCCC1 (configuration not stated) | 0 | 0 | 1 | 0.99 | -1 | 10 | 1 | -2 | 2
CC(C)(C)C(=O)N1CCC[C@@]1(CO)C(=O)O | -27 | 0 | 2 | 0.98 | -5 | -10 | 1.3 | 0 | -6
COC(=O)[C@@H](Cc1c[nH]c2ccccc12)NC(=O)c1cc(=O)[nH]c2ccccc12 | 10 | 1 | -6 | 1.1 | 6 | 6 | 0.9 | -2 | 0
CC1CCCCN1C(=O)COC(=O)c1cc(-c2cccs2)nn1-c1ccccc1 (configuration not stated) | 2 | 1 | -1 | 1 | -10 | 2 | 0.98 | 3 | -7
CC1CC(C)CN(C(=O)c2cccc(S(=O)(=O)N3c4ccccc4CC3C)c2)C1 (configuration not stated) | 2 | 3 | 10 | 0.9 | -10 | 11 | 0.97 | -3 | -3
COc1ccc(C(=O)NNC2=C(C(=O)C(F)(F)F)CCC2)cc1 | -10 | 0 | 8 | 0.92 | -5 | 9 | 1.1 | -2 | -1
CSCCC(NC(=O)c1cccc(C)c1)C(=O)NNC(=O)c1cccs1 (configuration not stated) | -4 | -1 | -9 | 1.1 | -4 | 12 | 1 | 0 | -3
Cc1cccn2c(=O)c3cc(C(=O)NCCN4CCOCC4)c(=N)n(CCN4CCOCC4)c3nc12 | 22 | -47 | -5 | 1.1 | 10 | 14 | 0.78 | -1 | 4
O=C(Cc1cccc2ccccc12)N/N=C/c1ccc(OC(=O)/C=C/c2ccco2)cc1 | 6 | -3 | 63* | 0.37 | 0 | 12 | 0.94 | -2 | 12
CCOC(=O)c1c(NC(=O)COC(=O)c2ccncc2)sc(C)c1C | 3 | 2 | -15 | 1.1 | -7 | -17 | 0.97 | 1 | -9
Cc1ccc(Nc2ccc([N+](=O)[O-])cn2)cc1Cl | 10 | -23 | 2 | 0.98 | -1 | 0 | 0.9 | -1 | 0
